Tb PGK inh: inhibitors of T. brucei phosphoglycerate kinase | P07378 | PGK/GAPDH coupled, Kinase-Glo luminescence, 60 min | Potency, µM (doses to about 57.5 µM), without a hit: at the top dose activity change, negative = inhibition, actives largely listed as inhibitors | hit rate 0.043% among 380,000 | AID 602233; note: potency is the fitted concentration of half-maximal effect; % is set by controls: 0 for no effect and ±100 for the full control effect; nearly all actives have a fitted effect of over 60% in size
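Luminescent ATP detection (Kinase-Glo Plus) follows a 60-minute room-temperature incubation, with wells lacking PGK as controls. Buffer: 100 mM TEA (pH 7.6), 5 mM MgCl2, 0.01% Tween-20. Coupling enzyme GAPDH (100 nM final) supplies unstable 1,3-BPG in-well.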
Anesthetic bind: binds horse apoferritin like a general anesthetic. apoferritin/1-aminoanthracene competitive binding, fluorescence. Potency, µM (top dose mostly 77.5 µM), for the others: at the top dose activity change, negative = displacement, actives largely listed as inhibitors. AID 485281. P02791. hit rate 0.074% among 350,000; note: potency is the fitted concentration of half-maximal effect; % is set by controls: 0 for no effect and ±100 for the full control effect; nearly all actives have a fitted effect of over 20% in size
Target sequence (P02791 2-175 limits assumed): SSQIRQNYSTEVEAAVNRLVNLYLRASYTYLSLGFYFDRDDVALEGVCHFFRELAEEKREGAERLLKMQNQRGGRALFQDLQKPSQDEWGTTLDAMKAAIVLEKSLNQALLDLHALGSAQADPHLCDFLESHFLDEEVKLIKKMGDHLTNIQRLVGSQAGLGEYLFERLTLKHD
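In PBS, apoferritin at 10 uM is loaded with 1-AMA from a 50% saturated solution. After 10 min of compound exposure at ambient temperature, reduced 535 nm fluorescence indicates probe displacement.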
Pol iota inh: inhibitors of human DNA polymerase iota | Potency, µM (top dose mostly 115 µM), inactives show top-dose activity, negative = inhibition, usual class: inhibitors | Pol iota fluorescent replication assay, 10 min | AID 588590 | hit rate 1% among 390,000; note: potency is the fitted concentration of half-maximal effect
Target sequence (Q9UNA4 whole entry, looked up): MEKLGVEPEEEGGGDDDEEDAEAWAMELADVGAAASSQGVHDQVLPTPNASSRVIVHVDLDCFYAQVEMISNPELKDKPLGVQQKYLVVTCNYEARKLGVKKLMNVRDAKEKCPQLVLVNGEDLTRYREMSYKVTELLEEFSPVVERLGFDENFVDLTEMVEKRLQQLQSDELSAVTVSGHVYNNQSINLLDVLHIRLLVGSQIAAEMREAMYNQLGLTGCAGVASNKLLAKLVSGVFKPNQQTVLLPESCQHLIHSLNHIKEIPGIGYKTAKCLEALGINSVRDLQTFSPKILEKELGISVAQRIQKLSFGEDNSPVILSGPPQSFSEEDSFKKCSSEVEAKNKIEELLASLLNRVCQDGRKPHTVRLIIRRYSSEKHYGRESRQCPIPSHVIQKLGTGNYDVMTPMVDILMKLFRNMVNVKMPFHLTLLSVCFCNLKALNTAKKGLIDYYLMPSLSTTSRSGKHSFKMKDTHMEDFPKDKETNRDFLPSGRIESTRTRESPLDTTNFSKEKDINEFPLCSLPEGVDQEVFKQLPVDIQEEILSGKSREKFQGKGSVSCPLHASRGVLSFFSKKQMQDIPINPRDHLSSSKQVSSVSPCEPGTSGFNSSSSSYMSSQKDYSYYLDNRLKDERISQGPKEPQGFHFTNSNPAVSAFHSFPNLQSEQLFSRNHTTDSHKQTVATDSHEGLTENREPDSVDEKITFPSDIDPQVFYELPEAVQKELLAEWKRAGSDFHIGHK
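Fluorescent replication assay read twice, at 0 min and 10 min after adding 50 nM (final) substrate. Enzyme (10 nM) and compounds were first incubated 15 min at room temperature; enzyme-free buffer wells were negative controls.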
RXFP1 antagonist: RXFP1 (human) relaxin receptor antagonism; Q9HBX9; HEK293-RXFP1, relaxin-stimulated cAMP HTRF, 30 min; stronger effect = lower value; activity change, negative = inhibition, % at 57.5 µM; hit rate 0.59% among 350,000;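 active = activity change of -60% or lower, but not beyond a set lower limit; inconclusive = change between -60% and -40%, or beyond the set limit; inactive = change above -40%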; note: % is set by controls: 0 for no effect and ±100 for the full control effect
POLH inh: DNA polymerase eta (human) inhibition | Q9Y253 | recombinant Pol eta, fluorescent DNA replication assay | Potency, µM (doses to about 114 µM), for the others: at the highest dose activity change, negative = inhibition, hits mostly inhibitors | hit rate 1.2% among 390,000; note: potency is the fitted concentration of half-maximal effect; % is set by controls: 0 for no effect and ±100 for the full control effect
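Pol eta (10 nM) was preincubated with compounds for 15 min at room temperature, after which fluorescent replication substrate (50 nM final) was added to start the reaction. Fluorescence was read kinetically at 0 and 10 min.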
Pol beta inh: inhibitors of human DNA polymerase beta. hit rate 1.3% among 340,000. P06746. Pol beta primer extension/strand displacement, fluorescence kinetic. Potency, µM (doses to about 114 µM), for the others: at the highest dose activity change, negative = inhibition, most hits filed as inhibitors. AID 485314; note: potency is the fitted concentration of half-maximal effect; % is set by controls: 0 for no effect and ±100 for the full control effect
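Preincubation: enzyme (10 nM) with compound, 15 min, RT. Reaction: substrate added to 50 nM final. Reads: 0 and 10 min. Analysis: normalized, Hill fit.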
BLM helicase inh: blocks DNA unwinding by human BLM helicase; recombinant BLM DNA unwinding, fluorescence dequenching; Potency, µM (series often up to 56.1 µM), for inactives: at the top dose activity change, negative = inhibition, most hits filed as inhibitors; hit rate 0.2% among 350,000; P54132;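 note: potency is the fitted concentration of half-maximal effect; plate controls were vehicle for no effect and no enzyme for full effect; nearly all actives have a fitted effect of over 35% in size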
Pol kappa inh: DNA polymerase kappa (human) inhibition; Q9UBT6; purified Pol kappa, fluorescent DNA synthesis assay, 10 min; Potency, µM (top dose mostly 107 µM), for inactives: at the highest dose activity, negative = inhibition, actives largely listed as inhibitors; hit rate 0.53% among 400,000; AID 588579; note: potency is the fitted concentration of half-maximal effect; % is set by controls: 0 for no effect and ±100 for the full control effect
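Fluorescent qHTS in 1536-well format: enzyme (10 nM) and compound sat 15 min at room temperature before 50 nM substrate (final) was added. Signal taken at 0 and 10 min; no-enzyme buffer wells were negative controls.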
APE1 inh: inhibitors of human APE1 endonuclease | P27695 | recombinant APE1, TAMRA/BHQ-2 abasic DNA cleavage fluorescence | Potency, µM (highest dose often 65.8 µM), for the others: at the highest dose activity change, negative = inhibition, most hits filed as inhibitors | hit rate 0.35% among 350,000;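 note: potency is the fitted concentration of half-maximal effect; plate controls were vehicle for no effect and reference inhibitor for full effect; nearly all actives have a fitted effect of over 55% in size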
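APE1 at 0.75 nM final was preincubated with compound 15 min at room temperature, then 50 nM double-stranded THF abasic-site substrate (5'-TAMRA/3'-BHQ-2) was added. Fluorescence (ex 525/em 598 nm) was read kinetically; third-minus-first read gave activity.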
* hit, by the source's call; i = inactive; ? = inconclusive; · = no result given; & = joins results of further samples; [ ] = another dose, or the depositor's remark. Unless noted, calls come from the whole dose curve; as a rule, active = well fitted curve in the direction sought with a large enough effect; inconclusive = small, poorly fitted or top-dose-only effect, or another doubt; inactive = no such curve, though single readings can be large; an effect the other way counts as inactive or inconclusive. Not all compounds are listed; rates above refer to the full screens.

structure | Pol kappa inh | POLH inh | APE1 inh | Anesthetic bind | BLM helicase inh | Tb PGK inh | Pol iota inh | Pol beta inh | RXFP1 antagonist
Cc1cccc(NC(=O)CN(C)S(=O)(=O)c2cnc[nH]2)c1C | -6% | -8%&-9% | · | 4% | 0% | -10% | -17% | 32%[activator] | -8&2
COc1ccc(CNC(=O)Cn2nc([N+](=O)[O-])c(Br)c2C)cc1OC | 7% | -8% | 2% | 2% | 3% | -3% | 49%[activator] | 35% | 6
COc1ccc(-n2nc(C(=O)NCC(=O)Nc3cc(OC)c(OC)c(OC)c3)c3ccccc3c2=O)cc1 | -13% | -7% | -5% | -12% | -4% | -2% | 66%[activator] | 20% | 4
CCOC(=O)Cn1c(=O)oc2cc(S(=O)(=O)N3CCN(c4ccc(C(C)=O)cc4)CC3)ccc21 | 1% | -15% | · | ? | -7% | i | 8% | -20% | -15
CCN(C(=S)NC(=O)CCc1ccccc1)c1ccccc1 | -6% | -6% | -1% | -8% | -4% | i | -1% | 11% | 6
O=S(=O)(c1ccc(S(=O)(=O)N2CCC(O)CC2)cc1)N1CCCC1 | -5% | 2% | 21% | -2% | -6% | i | -10% | 31% | -3
COc1ccc(NC(=O)/C(C#N)=C/c2c(C)nn(-c3ccc(F)cc3)c2Cl)cc1OC | -2%[60.1 µM] | 0% | 4% | ? | -20% | -1% | 3% | 2% | -28
Cc1cc(NC(=O)C2CCCC2)nc2c1c(=O)oc1ccccc12 | -3% | ? | 1% | -15% | -2% | -2% | 2% | 22% | -3
CC(C)(C)c1ccc(-c2noc(CCC(N)=O)n2)cc1 | -5% | 2% | 14% | ? | 1% | i | ? | -8% | -9
O=C(CSc1nc2ccccc2[nH]1)Nc1ccc2[nH]c(=O)[nH]c2c1 | -4% | ? | 0% | · | · | 0% | -16% | · | -8
COc1ccc(-c2nnn(CC(=O)N(CCO)C(C(=O)NC3CCCC3)c3ccncc3)n2)cc1 (stereo not given) | 0% | -2% | 5% | -2% | -8% | i | 87%[activator] | -2% | -5
O=C(Nc1ccccc1)Oc1cccc(Br)c1 | -10% | 1% | 3% | -12% | -1% | -2% | -14% | ? | 10
CSCCC(NS(=O)(=O)c1cccc(C(F)(F)F)c1)C(=O)Nc1ccccc1N1CCCC1 (stereo not given) | -19% | -23% | -10% | · | · | -3% | 19% | · | -23
CCn1c(C(=O)NCc2ccccn2)cc2sccc21 | -1% | -8% | -1% | -13% | 1% | 7% | 31%[activator] | 2% | 25
CCOC(=O)CSc1ccc2nnc(-c3cccnc3)n2n1 | 1% | -2% | -10% | 3% | 0% | 1% | -11% | ? | ·
S=c1nc(C23CC4CC(CC(C4)C2)C3)nc2sccn12 | · | · | 15% | ? | -3% | · | · | 33%[activator] | ·
COC(=O)c1nc2n(n1)C(c1cc(OC)ccc1OC)C=C(c1ccc(Br)cc1)N2 (stereo not given) | -9%[60.1 µM] | -14% | · | -12% | -6% | 14% | ? | 8% | -18
Cc1cccc(N=N/C(=C\O)C(=O)c2ccc(Br)cc2)c1 | -7% | -10% | 6% | -20% | -6% | -2% | 43%[activator] | -15% | -4
Cc1c(Cl)cccc1NC(=O)CC(c1cccs1)N1Cc2ccccc2C1=O (stereo not given) | -5% | 4% | · | -1% | -5% | -7% | ? | -18% | ·
CCn1cc(C2C3=C(CC(C)(C)CC3=O)N(c3ccccc3)C3=C2C(=O)CC(C)(C)C3)c(C)n1 | 4% | -17% | -5% | -6% | 1% | -2% | -8% | 47% | -14
CC(Sc1nnnn1-c1ccc(O)cc1)c1nc2ccccc2c(=O)[nH]1 (stereo not given) | -17% | -10% | 1% | -4% | -3% | -9% | 97%[activator] | 37% | -7
O=C(Cn1nnc(-c2ccccc2)n1)N/N=C/c1cc([N+](=O)[O-])ccc1O | -10% | -11% | 1% | -10% | -7% | -1% | -1% | -1% | -5
COc1cccc(C(=O)Nc2cccc(C(=O)N3CCOCC3)c2)c1 | -10% | 10% | 6% | -6% | 0% | -4% | 89µM* | 5% | -7
Cc1csc(NC(=O)C(Cc2ccccc2)n2cccc2)n1 (stereo not given) | -28% | -17% | 1% | -12% | -5% | -1% | -28% | -3% | ·
Cc1cc(C(=O)N2CCCC(N3CCN(c4cccc(Cl)c4)CC3)C2)n(C)n1 (stereo not given) | -13% | -5% | -21% | -4% | -4% | 1% | 15% | -5% | -9
Cc1ccc(-n2ncc(C(=O)Nc3cc(Cl)cc(Cl)c3)c2C2CCNCC2)cc1C | -20% | -21% | -3% | -10% | 9% | · | 14% | 9% | -3
Cc1ccc(S(=O)(=O)N2CCCC2C(=O)Nc2ccc(O)cc2)cc1 (stereo not given) | -17% | -16% | -1% | 3% | 0% | -1% | 29% | 5% | ·
COc1cccc(C(=O)Nc2cc(Cl)c(O)c(Cl)c2)c1 | -18% | -6% | -2% | 1% | -2% | -2% | 9% | -26% | -5
COc1ccc(NC(=O)n2nc(OC(=O)c3cccs3)cc2N)cc1 | -1% | -14% | 4% | -23% | -3% | -9% | 26% | 3% | ·
COc1ccc(C)cc1NS(=O)(=O)c1cnc(N)nc1 | -7%[60.1 µM] | -8% | · | 4% | 1% | -6% | 13% | 1% | 2
CN1/C(=C\C(=O)c2cccnc2Cl)C(C)(C)c2ccccc21 | -9% | -7% | -5% | 0% | 1% | -8% | 44%[activator] | -22% | 6
CCOC(=O)C1=C(N)Oc2ccc3ccccc3c2C1c1ccc(O)cc1 (stereo not given) | -3% | -22% | 28% | -12% | -14% | -6% | -1% | -21% | -6
COC(=O)c1cc(-c2ccc(Br)cc2)c2c(=O)[nH]c(=O)n(C)c2n1 | 0% | 7% | 25% | 2% | -5% | 1% | 7% | 17% | 8
CS(=O)(=O)c1ccc2nc(NC(=O)c3ccc(N4C(=O)CCC4=O)cc3)sc2c1 | 1% | -24% | 3% | 19% | -2% | -3% | -3% | 16% | -14
CCCN(C(=O)CCSc1ccc(F)cc1)c1c(N)n(Cc2ccccc2)c(=O)[nH]c1=O | -9% | -5% | 4% | 4% | 0% | -3% | -9% | -2% | -2
CCn1nnnc1SCC(=O)Nc1ccc2c(c1)OCO2 | -12% | -15% | -4% | 2% | 0% | -4% | -5% | 17% | -6
Cc1ccc(C)c(NC(=O)c2cc(S(=O)(=O)N3CCOCC3)cn2C)c1 | -1% | 0% | 1% | -2% | 1% | -6% | -7% | 39% | 9
CCOc1cc(CNC(=O)c2ccc(Cn3c(=O)c4cccn4c4cccnc43)cc2)ccc1OC | -12% | -15% | · | -4% | -2% | -2% | 9% | 4% | 5
C=CCn1c[n+](CC(=O)c2ccc(Br)s2)c2ccccc21 | 5% | -7% | 11% | -22% | 35%[activator] | -1% | -5% | -11% | 0
CCOc1ccc(C(=O)NCCS(=O)(=O)N2CCN(c3cccc(Cl)c3)CC2)cc1 | -17%[60.1 µM] | -8% | · | -8% | 0% | -1% | 6% | 1% | ·
Cc1cc(NC(=O)NC2CC(=O)N(c3ccc4c(c3)OCCO4)C2)no1 (stereo not given) | -8% | -16% | 0% | -7% | -6% | i | 21% | 15% | -3
CCc1ccc(CNC(=O)c2ccc(NC(=O)C3=CSCCO3)cc2)cc1 | 2% | -10% | 31% | -9% | -3% | -2% | -11% | -1% | -19
COc1ccccc1OCC(=O)Nc1ccc2c(c1)OCO2 | -25% | ? | -9% | -9% | -13% | 8% | ? | 50µM* | -13
Cc1ccc(NC(=O)/C(=C/c2ccco2)c2ccccc2)c(C)c1 | -7% | -12% | 2% | ? | -3% | 3% | 2% | 0% | -25
CSc1ccc(S(=O)(=O)N2CCC(C(=O)NCC3CCCO3)CC2)cc1 (stereo not given) | 0% | -14% | 56%[activator] | 13% | -4% | 2% | 109%[activator] | 0% | 0
CC(=O)N1c2ccc(S(=O)(=O)NCC3CCC(C(=O)Nc4cccc(C)c4)CC3)cc2CC1C (stereo not given) | -2% | 1% | · | -16% | 2% | i | 10% | -2% | -7
CCOC(=O)C1CCN(c2ccc([N+](=O)[O-])cc2S(=O)(=O)N2CCOCC2)CC1 | -6% | -5% | 36%[12.4 µM] | 5% | -4% | 2% | 4% | 16% | 14
Cc1cccc(-c2nc3ccccc3c(=O)n2NC(=O)c2cccnc2Cl)c1 | -16% | 17% | 5% | -9% | 4% | 0% | 11% | 12% | 4
O=C(CSc1nnc(-c2ccc(O)cc2)o1)Nc1ccccc1 | -5% | -11% | 12% | -10% | 1% | -4% | -17% | 17% | 21
COc1cccc(-c2nn(-c3ccccc3)cc2CNC(C)Cn2cncn2)c1 (stereo not given) | -5% | -7% | 10% | -11% | -20% | 11% | 63%[activator] | -1% | -11
COc1cc(/C=N/NC(=O)c2c(C)nc3ccc(Cl)cn23)cc(OC)c1OC | -5% | -4% | -1% | -6% | 1% | -5% | 19% | 57% | -13
CCOC(=O)N1CCN(C(=O)CNC(=O)C23CC4CC(CC(C4)C2)C3)CC1 | -21% | -3% | -6% | -5% | 0% | 2% | 10% | 15% | -6

In a second layout: entries from further up.
CN1/C(=C\C(=O)c2cccnc2Cl)C(C)(C)c2ccccc21
  Pol kappa inh = -9%
  POLH inh = -7%
  APE1 inh = -5%
  Anesthetic bind = 0%
  BLM helicase inh = 1%
  Tb PGK inh = -8%
  Pol iota inh = 44%[activator]
  Pol beta inh = -22%
  RXFP1 antagonist = 6
COC(=O)c1nc2n(n1)C(c1cc(OC)ccc1OC)C=C(c1ccc(Br)cc1)N2 (stereo not given)
  Pol kappa inh = -9%[60.1 µM]
  POLH inh = -14%
  APE1 inh = ·
  Anesthetic bind = -12%
  BLM helicase inh = -6%
  Tb PGK inh = 14%
  Pol iota inh = ?
  Pol beta inh = 8%
  RXFP1 antagonist = -18

High-throughput results deposited in PubChem by National Center for Advancing Translational Sciences (NCATS).
